Screens: PubChem, several laboratories
EP2 modulator = EP2 receptor modulators, cAMP readout, primary screen, cell-based, HTRF cAMP, PGE2 stimulation | induction, % at 25 µM | Prostaglandin E2 receptor EP2 subtype (Homo sapiens), P43116 | AID 940, 2007 | 260,000 compounds, 0.83% hits | EP2-expressing cells, cAMP HTRF FRET, PGE2 co-stimulation;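 active = compounds whose cAMP rise, as percent of the full-agonist control response, exceeds 60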;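 note: rat C6 glioma line stably carrying human EP2 under a CMV promoter; the protocol text gives 20 µM as final concentration; 100% = response of wells given 1 µM PGE2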
Target sequence (P43116 whole entry, looked up): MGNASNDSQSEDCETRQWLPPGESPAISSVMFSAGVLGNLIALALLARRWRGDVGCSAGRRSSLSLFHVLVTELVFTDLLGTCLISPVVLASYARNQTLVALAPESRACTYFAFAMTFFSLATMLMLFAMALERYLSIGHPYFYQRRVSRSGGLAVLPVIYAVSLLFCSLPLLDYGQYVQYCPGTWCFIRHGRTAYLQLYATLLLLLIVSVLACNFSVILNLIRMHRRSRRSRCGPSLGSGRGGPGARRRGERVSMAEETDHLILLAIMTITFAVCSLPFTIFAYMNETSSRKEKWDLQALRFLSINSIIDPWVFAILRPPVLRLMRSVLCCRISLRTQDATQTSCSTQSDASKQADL
PPC-1+TRAIL kill = compounds killing PPC-1 cancer cells with TRAIL present, primary screen, TRAIL potentiator project, ATPLite luminescence, uHTS. PPC-1 cells + TRAIL, ATPLite viability luminescence. cell killing (% activity), % at 4 µM. 220,000 compounds, 0.41% hits;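 active = cell killing above 50% in the first pass at 4 µM, then a duplicate retest at 5 µM averaging 50% or more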;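 note: plate controls were cells with TRAIL plus DMSO for no effect and medium-only wells lacking cells for full effect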
NPY1 pot ag = NPY-Y1 receptor potentiators or agonists, primary screen, cell-based | activation, % at 3.6 µM | 220,000 compounds, 0.37% hits | AID 1304, 2008 | NPY-Y1 expressing cells, potentiator/agonist activation; in the data active = activation above about 33%, passing the limit was not always enough;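 note: cells stimulated with NPY at EC10 then isoproterenol at EC100; 0% = low agonist plus stimulus and 100% = saturating agonist plus stimulus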
Target sequence (P25929 whole entry, looked up): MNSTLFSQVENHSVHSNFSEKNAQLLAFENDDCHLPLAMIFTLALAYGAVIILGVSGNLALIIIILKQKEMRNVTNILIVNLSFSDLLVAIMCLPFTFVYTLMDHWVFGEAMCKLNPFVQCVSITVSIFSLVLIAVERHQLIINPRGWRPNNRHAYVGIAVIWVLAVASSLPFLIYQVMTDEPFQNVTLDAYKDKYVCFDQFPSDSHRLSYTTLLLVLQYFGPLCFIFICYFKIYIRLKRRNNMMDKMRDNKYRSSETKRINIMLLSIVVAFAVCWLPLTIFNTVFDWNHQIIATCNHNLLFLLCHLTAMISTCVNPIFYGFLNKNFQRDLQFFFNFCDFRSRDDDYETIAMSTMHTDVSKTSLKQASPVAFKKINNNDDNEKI
NPY-Y1 antag = NPY-Y1 receptor antagonists, primary screen, cell-based | Neuropeptide Y receptor type 1 (Homo sapiens), P25929 | HEK293-CNG Y1 cells, membrane potential fluorescence; NPY at EC95, then isoproterenol | inhibition, % at 3.6 µM | 200,000 compounds, 1% hits;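 active = inhibition above the campaign mean inhibition of all tested compounds plus 3 SD, cut at about 20% in these data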;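 note: 0% = DMSO wells given NPY plus isoproterenol and 100% = isoproterenol alone without NPY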
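Benchmarks – high control isoproterenol alone, low control NPY with isoproterenol · Material – HEK293 Y1/CNG channel cell line · Times – dye 3 h, compound 60 min room temperature, stimulation 45 min · Probe or stimulus – NPY (25 nM), isoproterenol (1 µM), Ro 20-1724 (25 µM) · Evaluation – % inhibition of NPY effect · Signal – fluorescence, membrane potential probe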
EP2 antag = human EP2 receptor antagonists, primary screen, TR-FRET cAMP, C6 glioma cells; C6 glioma cells expressing human EP2; cells stimulated with saturating PGE2; inhibition, % at 25 µM; 260,000 compounds, 0.52% hits; Prostaglandin E2 receptor EP2 subtype (Homo sapiens), P43116;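 active = percent inhibition above 40 after rounding to a whole number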;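 note: rat C6 glioma host cells with rolipram phosphodiesterase inhibitor present; the protocol text gives 20 µM as final concentration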
14-3-3 Bad PPI = inhibitors of 14-3-3 zeta/Bad binding, primary screen, biochemical, TR-FRET, bovine 14-3-3 zeta. 14-3-3 protein zeta/delta (Bos taurus), P63103. TR-FRET 14-3-3zeta/Dy647-pBad peptide displacement, 1 h. inhibition, % at 21.7 µM. 220,000 compounds, 0.71% hits. AID 781, 2007;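 active = inhibition above about 70%, limit read from the data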;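 note: 0% = full 14-3-3 plus peptide FRET controls and 100% = background without 14-3-3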
Target sequence (P63103 whole entry, looked up): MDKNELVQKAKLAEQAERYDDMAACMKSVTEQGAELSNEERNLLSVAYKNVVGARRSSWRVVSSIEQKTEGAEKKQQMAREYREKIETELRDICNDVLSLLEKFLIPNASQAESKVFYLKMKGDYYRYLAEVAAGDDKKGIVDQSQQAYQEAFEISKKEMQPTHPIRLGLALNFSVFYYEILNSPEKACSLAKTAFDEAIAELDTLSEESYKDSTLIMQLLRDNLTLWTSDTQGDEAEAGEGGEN
zfTRPN1 agonist = zebrafish TRPN1 channel agonists, primary screen, cell-based, HEK293, calcium fluorescence. transient receptor potential cation channel N1 (TRPN1/NompC), Danio rerio. HEK293 zebrafish TRPN1-YFP, Fluo-8 calcium fluorescence; 100% = response to 87 µM carbachol. activation, % at 3 µM. 220,000 compounds, 0.18% hits. AID 1424, 2008;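 active = activation above its plate's cutoff, the mean activation of test wells on that plate plus 3 SD, cut at about 19% in these data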;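 note: 0% = DMSO alone and 100% = 87 µM carbachol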
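Material: zebrafish TRPN1-YFP in HEK293 cells. Doses: one dose of 3 µM, 0.3% DMSO. Incubation: dye 1 h 37 °C plus 30 min RT. Measured by: intracellular calcium fluorescence with Fluo-8.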
TRPML3 ag = human TRPML3 channel agonists, primary screen, cell-based, HEK293 TRPML3-YFP, Fluo-8 calcium fluorescence, 3 µM; Mucolipin-3 (Homo sapiens), Q8TDD5; activation, % at 3 µM; 220,000 compounds, 0.29% hits; 100% = the carbachol control signal;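 active = activation above its plate's cutoff, the mean activation of the plate's test wells plus 3 SD, cut at about 12% in these data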;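 note: 0% = DMSO only wells and 100% = carbachol wells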
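Test system – HEK293 line with stable expression of human TRPML3-YFP channel · Control set – carbachol 87 µM final as high control (100%), DMSO as low control (0%) · Signal – Fluo-8 calcium dye fluorescence, ex 470-495, em 515-575 nm · Incubation – 1-h 37 °C dye load, 5-s basal, 120-s post-compound reads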
CHOP inhibitor = inhibitors of CHOP promoter induction, primary screen, cell-based, unfolded protein response, luciferase reporter; 220,000 compounds, 3.8% hits; inhibition, % at 10 µM; CHO-K1 CHOP-promoter luciferase, tunicamycin-induced, 15-18 h; AID 2732, 2010;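 active = compounds that reduced the stress-induced luciferase reporter signal by more than about 70% of percent inhibition, limit read from the data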;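 note: 0% = tunicamycin plus vehicle and 100% = wells without tunicamycin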
Numbers without * were called inactive; . = not tested or not shown; & = joins results of further samples; [ ] = dose if it differs, or a comment. A portion of the library. The share of hits here may be higher or lower than overall.

SMILES	EP2 modulator	PPC-1+TRAIL kill	NPY1 pot ag	NPY-Y1 antag	EP2 antag	14-3-3 Bad PPI	zfTRPN1 agonist	TRPML3 ag	CHOP inhibitor
COc1ccc(C2C(C(=O)NCc3ccccn3)c3ccccc3C(=O)N2C)cc1OC (configuration not stated)	3	29	-3	1	5	-4	-0.2	2.9	24
O=C(OCCN1CCCCC1)C1(c2ccccc2)CCCC1	5	4	13	1	9	-1	-0.7	1.2	-4
c1coc(CSCc2cn3cccnc3n2)c1	13	13	2	1	2	-12	-0.2	0.9	-15
CC1(C)CC(=O)C2=C(C1)N(c1ccccc1)C(N)=C(C#N)C2c1ccsc1 (configuration not stated)	-5	-6	3	-5	5	-7	1.6	1.3	-5
Oc1[nH]c2ccc(Br)cc2c1N=NC(=S)N1CCOCC1	-11	34	8	.	7	-8	-0.6	-1.8	-51
COc1ccc(-c2cc(C)nc(SCc3cccc(C(=O)O)c3)n2)cc1	7	22	0	6	7	-8	0.6	0.3	-9
COc1ccc(Cl)cc1C(=O)Nc1ccc2c(c1)OCO2	8	27	-13	2	11	.	-1.7	-0.2	3
CCOC(=O)C1(CC2CC2)CCN(Cc2cnc(-c3ccc(OC)cc3)nc2)CC1	-9	20	-33	7	3	-2	-0.5	0.2	21
Cc1sc2ncn(CC(=O)NCCCC(=O)N3CCN(Cc4ccc5c(c4)OCO5)CC3)c(=O)c2c1C	14	12	-2	0	4	-4	3.0	2.1	17
COc1ccc(C2C(C#N)=C(N)OC3=C2C(=O)CC(C)C3)c(OC)c1OC (configuration not stated)	-6	17	-5	7	4	-2	0.1	0.3	-4
COc1ccc(C)cc1N=Nc1ccc(O)c2ncccc12	37	33	47*	-10	10	-21	0.3	-0.3	104*
c1cncc(CNc2ccc3c(c2)OCO3)c1	-3	6	-1	-3	9	-8	-0.4	0.0	-19
CC(C)n1c(O)c(N=NC(=O)Cn2ccc(C(F)(F)F)n2)c2ccccc21	21	12	-6	2	4	11	1.2	0.7	0
CCN1CC2=C(OC(N)=C(C#N)C2c2cccs2)/C(=C\c2cccs2)C1 (configuration not stated)	17	12	13	0	6	-12	0.4	0.9	61
Cc1ccc(C(=O)CSc2nccn2-c2ccccc2)cc1	-14	3	-1	-2	10	-9	-1.4	-1.3	1
O=C(N1CCOCC1)N(Cc1ccccc1)c1ccccn1	45	-10	16	0	16	7[fluorescence artefact?]	0.5	-0.3	-35
CSc1nc(Cc2ccccc2)cc(=O)[nH]1	32	20	-30	10	4	4	-0.1	-0.1	-3
CCS(=O)(=O)c1ccc(OC)c(N=Nc2ccc(O)c3ncccc23)c1	40	20	-3	-6	10	-11	0.1	0.1	13
CNCCOc1nc(N2CCOCC2)nc(C)c1[N+](=O)[O-]	-21	-1	-17	2	8	2	1.4	0.4	0
CC(C)CC(=O)NC(=S)Nc1ccc(S(=O)(=O)NC(C)(C)C)cc1	-11	8	-6	-5	6	-3	5.0	2.4	42
COc1ccc(C2CC(=O)Oc3cc(O)cc(O)c32)cc1 (configuration not stated)	-2	12	.	.	21	-3	.	.	-4
O=C1OCCC1Sc1ncnc2sc3c(c12)CCC3 (configuration not stated)	-1	30	7	3	21	11	0.9	-0.9	-3
CCOCc1[nH]c(=S)[nH]c(=O)c1Cc1ccc(OC(C)C)cc1	26	11	-10	4	5	-30	0.0	0.3	27
CCC(=O)N1N=C(c2ccc(C)o2)CC1c1ccc(OC)cc1 (configuration not stated)	27	3	-7	4	7	-5	-0.8	0.1	-1
COC(=O)c1ccc(NC(=O)C2CC(=O)OC2c2ccccc2)cc1 (configuration not stated)	-1	5	6	.	6	-3	1.8	0.9	3
Further entries
SMILES	EP2 modulator	PPC-1+TRAIL kill	NPY1 pot ag	NPY-Y1 antag	EP2 antag	14-3-3 Bad PPI	zfTRPN1 agonist	TRPML3 ag	CHOP inhibitor
CCC1CCCCN1S(=O)(=O)c1ccc(C(=O)Nc2nnc(-c3ccccc3Cl)o2)cc1 (configuration not stated)	-9	23	5	2	10	8[fluorescence artefact?]	-0.9	0.8	107*
O=C(O)c1ccc(COc2ccccc2/C=C2\NC(=O)N(Cc3ccc(F)cc3)C2=O)cc1	4	19	3	0	6	-3	-0.4	0.6	8
CC(=O)OCC(=O)[C@@]1(O)CC[C@H]2[C@@H]3CCC4=CC(=O)CC[C@]4(C)[C@H]3[C@@H](O)C[C@@]21C	2	12	1	2	10	7	1.5	0.0	31
Oc1ccc2ccccc2c1N=Nc1ccc(F)cc1	8&38	5&11	33&23	.	6&11	-5&2	-0.6&-1.5	0.8&0.1	51&24
CC(=O)NC(CC(=O)OCC(=O)c1c(N)n(C)c(=O)n(C)c1=O)c1ccccc1 (configuration not stated)	-7	13	-31	4	7	3	-0.2	0.3	0
COc1cc(C(=O)Nc2nnc(C3CC3)s2)ccc1OCc1c(C)noc1C	-34	29	4	0	8	-11	1.6	0.5	10
CCC1S/C(=N/N=C/c2cccs2)NC1=O (configuration not stated)	14	7	-13	5	14	2	1.3	-0.4	-7
O=C(CSc1nnc(NC(=O)c2c(F)cccc2F)s1)Nc1ccc(F)cc1	11	.	11	2	10	-6	1.0	1.1	0
CCC(C(=O)OCC(=O)Nc1cccc(C(C)=O)c1)c1ccccc1 (configuration not stated)	-32	14	-5	11	3	-4	2.8	2.2	26
O=C(Cc1cn2ccsc2n1)OCc1ccccc1	3	18	0	2	9	6	0.5	0.6	-12
COC(=O)COc1ccc(S(=O)(=O)N2CCOCC2)cc1	12	24	3	-2	9	3	1.2	1.4	-3
CC(=O)Nc1ccc(Cl)cc1C1COC(=O)C1=N (configuration not stated)	29	16	9	2	3	3[fluorescence artefact?]	1.4	0.3	-4
CC(C)c1nc(SCc2ccccn2)c2c(=O)n(C)c(=O)n(C)c2n1	24	-4	-3	3	9	-7	-0.9	0.7	47
O=C(O)CCNS(=O)(=O)c1ccc2c(c1)OCCCO2	15	22	1	-3	12	-3	1.2	0.4	-1
CCc1nnc(NC(=O)c2ccc(OC)cc2)s1	-19	31	-3	-2	10	-10	1.4	0.2	-10
O=[N+]([O-])c1ccc(Cl)c(S(=O)(=O)/N=C(/c2ccccc2)N2CCOCC2)c1	17	15	8	0	4	-5	0.6	0.4	3
Cc1nc(SCC(C)C)[nH]c(=O)c1Cc1ccccc1	50	14	2	4	10	9	-1.3	-0.4	83*
O=C(O)CCCC(=O)N1N=C(c2c(-c3ccccc3)c3cc(Cl)ccc3[nH]c2=O)CC1c1cccs1 (configuration not stated)	9	18	-12	7	0	3	0.5	0.5	28
CCC(=O)NNc1ncnc2c1cnn2-c1cccc(C)c1	-22	2	13	-4	3	-3	-0.2	0.4	4
CN(C(=O)c1ccccn1)C1(C(=O)NC2CCCCC2)CCCCC1	18	6	9	7	6	-7[fluorescence artefact?]	-0.9	-0.3	9
O=S(=O)(c1ccccc1Cl)N1CCCC1c1nc(-c2cccc(Cl)c2)no1 (configuration not stated)	45	14	-11	3	9	4	3.6	2.0	11
O=c1c2cn[nH]c2[nH]c(=S)n1-c1ccccc1Cl	-6	37	9	3	1	-3	0.2	0.6	4
C[C@H](NC(=O)c1ccc(Br)cc1)C(=O)NCc1ccc(S(N)(=O)=O)cc1	5	34	1	0	1	-13	2.2	1.0	-8
COc1ccc(CC(=O)Nc2ccc(-c3cn4ccccc4n3)cc2)cc1	-31	37	-10	10	22	-1	-0.2	0.3	6
CN(C)c1nc(-c2cccnc2)nc(-c2ccc(Cl)cc2)c1C#N	10	28	2	2	3	7	0.6	0.1	3
(next part)
SMILES	EP2 modulator	PPC-1+TRAIL kill	NPY1 pot ag	NPY-Y1 antag	EP2 antag	14-3-3 Bad PPI	zfTRPN1 agonist	TRPML3 ag	CHOP inhibitor
N#Cc1nc(-c2ccccc2)oc1NCCN1CCCCC1	-30	11	-3	-5	16	6	-0.5	0.6	7
COc1ccc(NS(=O)(=O)c2ccc(O)c(C(=O)OCC(=O)N3CC(C)OC(C)C3)c2)cc1 (configuration not stated)	17	3	-4	-4	17	7	0.8	1.3	30
CCOC(=O)c1sc2nc(C)nc(Nc3ccccc3)c2c1C	-5	-10	12	-1	4	-16	1.9	0.6	52
COc1ccc(NC(=S)N2CCCC(c3nc4ccc(C)cc4[nH]3)C2)c(OC)c1 (configuration not stated)	-65	-1	8	5	9	-8	-1.4	-1.2	24
Nc1cccc(C(=O)Nc2ccco2)c1	8	4	-26	0	4	0[fluorescence artefact?]	-1.2	0.0	57
COc1cccc2c(C)c(C(=O)O)[nH]c12	-10&-27	16	-2	-1	15&13	-7	3.0	1.1	48
CNC(=O)Nc1ccc(S(N)(=O)=O)cc1	-4	8	16	.	5	2	2.6	0.5	4
COc1ccccc1/C=C/C(=O)NCc1cccnc1	-10	9	9	1	7	-5	0.8	0.0	-6
COc1ccc(OC)c(NC(=O)c2ccc(-c3cccs3)cc2)c1	-22	9	-66	22*	4	17	0.4	0.1	3
Cc1nnc2c3ccccc3c(-c3cccs3)nn12	24	27	-5	-2	5	-3	-0.3	0.5	6
CC(C)CN(CC(C)C)CC(O)COc1ccc([N+](=O)[O-])cc1 (configuration not stated)	8	29	-12	8	4	11	0.9	1.2	31
O=c1[nH]c(S)nc2sc3c(c12)CCCC3	51	12	-7	5	17	1	-0.3	0.4	-2
CCCc1[nH]nc2c1C(c1ccoc1)C(C#N)=C(N)O2 (configuration not stated)	-36	0	-16	0	11	-6[fluorescence artefact?]	-0.9	-0.1	20
CCCn1cnc2cc(NC(=O)c3cccs3)ccc21	-24	29	-4	1	10	-4	0.7	0.6	1
CCN(CC)S(=O)(=O)c1ccc(N)cc1	22	8	11	9	18	-2	0.3	1.0	23

Entries of single compounds, quoted from the list. Order of values: EP2 modulator	PPC-1+TRAIL kill	NPY1 pot ag	NPY-Y1 antag	EP2 antag	14-3-3 Bad PPI	zfTRPN1 agonist	TRPML3 ag	CHOP inhibitor
Nc1cccc(C(=O)Nc2ccco2)c1 is listed as 8	4	-26	0	4	0[fluorescence artefact?]	-1.2	0.0	57
COc1ccc(NC(=S)N2CCCC(c3nc4ccc(C)cc4[nH]3)C2)c(OC)c1 (configuration not stated) is listed as -65	-1	8	5	9	-8	-1.4	-1.2	24
CCOC(=O)c1sc2nc(C)nc(Nc3ccccc3)c2c1C is listed as -5	-10	12	-1	4	-16	1.9	0.6	52
